Hsp70 displacement: small molecules displacing fluorescent ligand from Hsp70 – biochemical, fluorescence polarization, primary screen (AID 583) | Hsp70 fluorescence polarization probe displacement, mP; higher % means a stronger effect | displacement, % at 20 µM, or IC50 in µM where a hit was titrated | 140,000 compounds, 0.06% hits; in the data active means displacement above about 50%;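 further: plate controls were vehicle for no effect and reference ligand for full effect; a part of the inactive calls stands beside numbers as strong as those of hits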
Rat MKP-3 inhibitors: inhibition of rat DUSP6 enzyme activity – biochemical, in vitro, primary screen (AID 425); recombinant MKP-3 phosphatase activity, fluorescence; higher % means a stronger effect; inhibition, % at 20 µM, or IC50 in µM where a hit was titrated; 110,000 compounds, 0.17% hits; in the data active means inhibition above about 50%;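 further: plate controls were vehicle for no effect and reference inhibitor for full effect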
Starred values were filed as active, the others as inactive; . = no result given; & = joins results of further samples. Not all compounds are listed, so the mix of outcomes need not match the whole.

SMILES	Hsp70 displacement	Rat MKP-3 inhibitors
CCCSc1nnc(NC(=O)/C=C/c2ccccc2)s1	1.3%	2.5%
COC(=O)CNS(=O)(=O)c1ccc(OC)cc1	-4.5%&-0.5%	0.1%
CCOC(=O)c1c(-c2ccc(C)cc2C)csc1NC(=O)CSc1nnnn1C	3.2%	-4.9%
O=C(CN(Cc1ccc2c(c1)OCO2)C(=O)CSc1nc2ccccc2o1)NC1CCCCC1	-0.5%	-4.1%
CC1CC1C(=O)OCC(=O)NC(=O)NCc1ccco1 (centres undefined)	4.2%	.
O=S(=O)(NCc1ccc(F)cc1)c1ccc2ccccc2c1	1.4%	0.0%
Cn1c(=O)[nH]c(=O)c2c1nc(N1CCNCC1)n2CCOc1ccccc1	1.3%	-9.2%
CCc1ccc(NC(=O)CS(=O)CC(=O)NC(C)CCc2ccco2)cc1 (centres undefined)	5.8%	-6.4%
COc1ccc(N2C(=O)CC(N3CCN(c4ccc(S(=O)(=O)N5CCCC5)cc4)CC3)C2=O)cc1 (centres undefined)	0.6%	-8.5%
CC(C)CNc1nc(-c2ccccc2)nc2ccccc12	0.0%	3.6%

Of the compounds above, these contain nitrogen in an aromatic ring:
SMILES	Hsp70 displacement	Rat MKP-3 inhibitors
CCCSc1nnc(NC(=O)/C=C/c2ccccc2)s1	1.3%	2.5%
CCOC(=O)c1c(-c2ccc(C)cc2C)csc1NC(=O)CSc1nnnn1C	3.2%	-4.9%
O=C(CN(Cc1ccc2c(c1)OCO2)C(=O)CSc1nc2ccccc2o1)NC1CCCCC1	-0.5%	-4.1%
Cn1c(=O)[nH]c(=O)c2c1nc(N1CCNCC1)n2CCOc1ccccc1	1.3%	-9.2%
CC(C)CNc1nc(-c2ccccc2)nc2ccccc12	0.0%	3.6%

Additional results
SMILES	Hsp70 displacement	Rat MKP-3 inhibitors
Cc1ccc(S(=O)(=O)CCc2nc3ccccc3n2CCC#N)cc1	1.9%	-1.1%
O=C(NCc1ccc(F)cc1)c1noc2c1CCCC2	4.4%	5.0%
CCC(C)(C)NC(=O)CN(C(=O)c1snc(C(N)=O)c1N)c1ccc2c(c1)OCO2	-0.4%	8.3%
COCc1cc(=O)[nH]c(Nc2nc(C)c3ccc(C)cc3n2)n1	1.0%	-9.5%
Nc1ccc[n+](CC(=O)c2ccccc2)c1	2.0%	-0.6%
CCOc1ccc(-c2cc(C(=O)N3CCN(C)CC3)c3ccccc3n2)cc1	-2.5%	-9.6%
O=S(=O)(NCc1ccco1)N1CCCCCC1	1.0%	-16.0%
CCCC(=O)Nc1ccc(Cc2ccc(NC(=O)CCC)c(C(=O)O)c2)cc1C(=O)O	0.9%	0.2%
Cc1cccc(N2CCN(CCNC(=O)c3cc4c(s3)CS(=O)(=O)C4)CC2)c1C	.	2.9%
Cc1ccc2[nH]c(=O)c(CN(C)C(=O)c3ccccn3)cc2c1	-5.4%	-0.2%
CC(=O)N/C(=N/c1nc(C)cc(C)n1)Nc1ccc(Cl)c(Cl)c1	-2.3%	11.4%
O=C(CCCCCN1C(=O)c2ccccc2C1=O)Nc1ccc2c(c1)OCCO2	4.3%	.
Cc1cc(NC(c2cccnc2)c2ccc3cccnc3c2O)no1 (centres undefined)	4.2%	4.8%
CCc1nc(OCC(=O)c2ccccc2)c(C#N)c2c1COC(C)(C)C2	-0.1%	.
CCC(CC)C(=O)Nc1c2c(nn1-c1ccc(OC)cc1)CS(=O)(=O)C2	-4.5%	0.3%
COc1ccc(C(=O)OCC(=O)c2cc(OC)ccc2OC)c(OC)c1	1.1%	5.3%
COc1ccccc1CNC(=O)c1ccc(S(=O)(=O)N2CCCC2)cc1	-1.2%	6.0%
Cc1c(NC(=O)c2c(F)cccc2F)c(=O)n(-c2ccccc2)n1C	-3.1%	-6.1%
O=C(Nc1ccc(O)c(-c2nc3ccccc3o2)c1)c1cc2ccccc2o1	-3.3%	6.1%
CCC(CO)N=CC1=C(O)CC(C)(C)CC1=O (centres undefined)	2.3%	-10.0%
Cc1cc(C)cc(N2C(=O)NC(=O)/C(=C\c3ccc([N+](=O)[O-])o3)C2=O)c1	11.4%	25.1%
CC(C)(C)C1CC=C2C(C#N)=C(N)C(C#N)(C#N)C(c3cccs3)C2C1 (centres undefined)	12.6%	.
Cc1ccc(S(=O)(=O)Nc2cc(C)nn2-c2ccccc2)cc1	-3.3%	-7.4%
O=C(COC(=O)C1=COCCO1)Nc1ccccc1Oc1ccccc1	4.7%	-2.6%
CCc1nnc(NC(=O)c2ccc(N(C)S(=O)(=O)c3ccccc3)cc2)s1	0.5%	-5.5%
O=C(Cn1ncc2c1-c1ccccc1OC2)N(Cc1ccco1)C1CCCCC1	2.5%	5.3%
O=C(NCCOc1ccccc1F)c1ccc(F)c2ccccc12	-2.8%	2.8%
Cc1ccc(OCC(=O)Nc2ccc(C)cc2Br)c(C)c1	-3.1%	3.1%
Cc1cccc(OCC(=O)Nc2ccc(S(=O)(=O)N3CCCC3)cc2)c1	-3.3%	13.0%
COc1ccc(C(NC(=O)c2ccccc2)c2ccc(OC)cc2)cc1	-1.3%	0.5%
COc1ccc2[nH]c(=O)c3c(c2c1)OC(C)(C)C=C3	2.3%&4.5%	-4.8%&2.9%
CC(=O)C1=C(O)C(=O)N(c2nccs2)C1c1ccccc1 (centres undefined)	6.5%	.
O=C(Nc1ccc(S(=O)(=O)N2CCOCC2)cc1)c1ccco1	3.5%	-6.1%
COC(=O)c1ccccc1NC(=O)C(c1ccccc1)c1ccccc1	2.2%	2.8%
Cc1ccc(/C=C2\N=C(c3ccc(Cl)cc3)OC2=O)cc1	5.5%	-0.1%
COc1ccc(Cc2nnc(SCC(=O)Nc3ncc(C)s3)o2)cc1	-2.1%	-7.4%
COc1ccc(/C=C2/SC(=O)NC2=O)cc1[N+](=O)[O-]	7.4%	-2.4%
COc1ccccc1CNC(=O)CCn1c(=O)[nH]c2ccsc2c1=O	-1.3%	0.2%
COc1ccc(C2Nc3ccccc3C(=O)N2Cc2ccco2)cc1COc1ccccc1F (centres undefined)	2.8%&0.8%	3.3%
COc1cc(-c2csc(/C(C#N)=C/Nc3cccc(F)c3)n2)ccc1O	-3.0%	-0.1%
Cc1ccc(C)c(NC2=NC3(CCCC3)N=C(N)N2)c1	-0.2%	3.9%
OC1CCCCC1Sc1nc2ccccc2s1 (centres undefined)	-1.9%	-2.0%
Cc1ccc(NC(=O)CCNS(=O)(=O)c2cccc3nsnc23)cc1	1.3%	.
CC1C(=O)N(c2ccc(Cl)c(Cl)c2)C(=N)N1c1nc(N(C)C)nc(N(C)C)n1 (centres undefined)	2.3%	1.3%
COc1ccc(C2C(C#N)C(C#N)N3CCCN23)cc1 (centres undefined)	-0.6%	.
COc1ccccc1CNC(=O)C1CCCN(S(=O)(=O)c2c(C)[nH]c(=O)[nH]c2=O)C1 (centres undefined)	.	0.2%
O=C(CSc1nnc(SCC(=O)c2ccc(F)cc2)n1-c1ccccc1)c1ccc(F)cc1	-1.3%	3.6%
O=C(c1cccc([N+](=O)[O-])c1)N1CCN(c2cccc(C(F)(F)F)c2)CC1	2.1%	0.4%
Cn1nnnc1SCC(=O)c1ccco1	6.1%	-1.2%
CCOC(=O)C(CCCCOc1ccc(C)c(C)c1)C(=O)OCC	5.3%	0.3%
(continued)
SMILES	Hsp70 displacement	Rat MKP-3 inhibitors
COC(=O)C(CC(=O)c1ccc(Br)cc1)n1ccnc1 (centres undefined)	2.3%	-5.7%
O=C(Nc1ccccc1C(=O)Nc1ccc(Br)cc1)c1ccccc1	-5.9%	0.4%
CC(C)c1ccc(NC(=O)CN(Cc2ccccc2)S(C)(=O)=O)cc1	-3.6%	.
C=CCS/C(=N\n1cnc2ccccc2c1=O)N(CC)CC	2.5%	.
O=C(Nc1cccnc1)Nc1ccc(F)c(Cl)c1	-1.7%	-10.6%
COc1ccc(-c2ccc(-c3nnc(-c4ccncc4)o3)cc2)cc1	10.0%	-6.8%
COCCOC(=O)c1c(C)oc2ccc(OCc3cc(C(=O)OC)oc3C)cc12	7.9%	-6.4%
O=C(CNc1ccc(Oc2ccccc2)cc1)N1CCOCC1	0.4%	-0.1%
Cc1c2c(nc3c(C)cccc13)OC(C)C2 (centres undefined)	-8.3%	-2.7%
c1ccc(-c2cc(N3CCCCCC3)n[nH]2)cc1	-0.6%	-0.7%
C(=C\c1ccccc1)/CN1CCN(C(c2ccccc2)c2ccccc2)CC1	2.7%	-5.5%
COC(=O)CSC1=C(C#N)C(=O)NC2(CCCCC2)S1	2.5%	-4.7%
COc1cc(-c2nc3ccccn3c2NCC2CCCO2)ccc1O (centres undefined)	-5.3%	-17.7%
CCn1c(SCC#N)nc2c(c1=O)C1(CCCC1)Cc1ccccc1-2	1.7%	1.2%
COC(=O)CSc1nc(N)c2c3c(sc2n1)CC(C(C)(C)C)CC3 (centres undefined)	3.2%	-0.3%
O=C(CSc1nc2ccccc2c(=O)[nH]1)c1ccc(O)c(O)c1	8.6%	-6.2%
CCOC(=O)c1ccc(NC(=O)C2C3C=CC(C3)C2C(=O)O)cc1 (centres undefined)	-2.1%	-7.1%
COc1ccc(Br)cc1/C=C\C(=O)Nc1ccc([N+](=O)[O-])cc1OC	1.4%	4.0%
CC(C)CNS(=O)(=O)c1ccc(C(=O)Nc2ccc3c(c2)OCCO3)cc1	1.2%	10.2%
Cc1ccc(C)c(N2CCN(C(=O)COc3cc(=O)n(C)c4ccccc34)CC2)c1	-0.2%	8.0%
COc1ccc(-c2nnc(Nc3ccc(O)cc3)c3ccccc23)cc1	0.6%	-3.9%
COC(=O)Nc1ncc(CN2CCCCC2)s1	3.5%	.
Cc1occc1C(=O)Nc1cccc(C(F)(F)F)c1	10.8%	.
CCOC(=O)C(O)C1CCc2c([nH]c3ccc(C)cc23)C1=O (centres undefined)	-2.2%	3.8%
CCC(=O)N=c1sc2c(OC)ccc(OC)c2n1C	5.2%	-2.0%
CCOC(=O)C1=C(C)NC(SC)=NC1c1ccc(OC)cc1 (centres undefined)	-0.7%&-2.8%	4.8%
Cc1ccc2nc(-c3cc(N)ccc3Cl)oc2c1	1.9%	3.3%
CCCC(C(=O)O)P(=O)(c1ccccc1)c1ccccc1 (centres undefined)	0.2%	2.6%
O=C1CC(N2CCOCC2)C(=O)N1c1ccccc1Cl (centres undefined)	2.7%	-1.6%
CCOC(=O)NC1(C(F)(F)F)NC(=O)N(C2CCCCC2)C1=O (centres undefined)	.	-12.0%

Full records, looked up by structure. Values in the order: Hsp70 displacement	Rat MKP-3 inhibitors
CCOC(=O)C(O)C1CCc2c([nH]c3ccc(C)cc23)C1=O (centres undefined) is listed as -2.2%	3.8%
Cc1cccc(N2CCN(CCNC(=O)c3cc4c(s3)CS(=O)(=O)C4)CC2)c1C is listed as .	2.9%

Next part:
SMILES	Hsp70 displacement	Rat MKP-3 inhibitors
CCc1nccn1S(=O)(=O)c1cc(Cl)ccc1OC	-6.2%	2.9%
NC1=C(N2CCCCC2)C(=O)c2ccccc2C1=O	1.2%	1.5%
O=C(Nc1nnc(COc2ccc(Cl)cc2)s1)C1CCCO1 (centres undefined)	8.1%	-0.4%
O=C(CCN1C(=O)c2ccccc2C1=O)Nc1ccc(F)cc1	5.2%	11.9%
CCOc1cccc(C(=O)Nc2ccc(Br)cc2C(=O)O)c1	1.3%	-2.6%
CCOC(=O)C/C(C)=N\NS(=O)(=O)c1ccc(Oc2ccc([N+](=O)[O-])cc2)cc1	4.9%	-5.5%
C=CCOc1c(Cl)cc(/C=C2\C(=O)NC(=O)N(c3ccc(C)cc3)C2=O)cc1OC	-2.1%	3.0%
COc1ccc(N2CCN(c3nc4c(c(=O)[nH]c(=O)n4C)n3CCCc3ccccc3)CC2)cc1	1.0%	-3.1%
CCn1c(SCC(=O)NCc2ccco2)nnc1-c1c[nH]c2ccccc12	-0.4%	.
CCCN1C(=O)c2ccc(C(=O)Nc3nccs3)cc2C1=O	4.1%	-3.7%
COC(=O)C(C(C)=O)C1=C/C(=N\S(=O)(=O)c2ccc(C)cc2)c2ccccc2C1=O (centres undefined)	-1.8%	.
O=C(NCCN1CCCCC1)c1cc2ccccc2[nH]1	3.9%	-8.7%
COc1ccc(-c2nnc(SCC(=O)NCc3cccs3)n2C(C)C)cc1	-5.5%	.
Cc1ccc(OCC(=O)Nc2ccc(N(C)C)cc2)cc1	-3.5%&-3.3%	-4.3%&-0.3%
COC(=O)c1[nH]c2cccc(C)c2c1NC(=O)CN1CCN(C(=O)c2ccco2)CC1	-2.1%	0.1%
CCC(=O)Nc1sccc1C(=O)OC	4.6%	-1.1%
Brc1ccc(CSc2nnc(-c3cnccn3)n2Cc2ccco2)cc1	9.2%	2.7%
CCOC(=O)c1[nH]c(C)c(C(=O)NC(C)CC)c1C (centres undefined)	-1.1%	-5.3%
CN1CCN(C(=O)CC23CC4CC(CC(C4)C2)C3)CC1	-6.1%&-7.9%	-20.0%&1.0%
Cc1cccc(Cn2cnc3c(nnn3Cc3ccc(F)cc3)c2=O)c1	2.7%	-0.9%
COC(=O)[C@H](C)NC(=O)Nc1ccc(OC)cc1OC	-3.0%	-6.1%
CCC1(CC)NC(=O)NC1=O	-3.0%	5.4%
Cc1cccc(NCCCC(=O)N/N=C/c2ccco2)c1	1.2%	0.9%
CCCOC(=O)CSC1=C(C#N)C(c2ccccc2OCC)C(C#N)C(=O)N1 (centres undefined)	-1.3%	-3.1%
O=C(CSc1ncc(-c2ccccc2)nn1)NCc1ccco1	-2.7%	5.3%
O=C(Nc1ccccc1)c1ccc(-c2ccc(Br)cc2)o1	5.2%	.
FC(F)(F)c1ccccc1CN1CCN(Cc2ccncc2)CC1	-2.5%	2.1%
Cc1cccc(CC2CC(=O)N(CCc3ccc4c(c3)OCO4)C2=O)c1 (centres undefined)	-0.8%	-3.8%
Cc1cc(NC(=O)c2ccc(NC(=O)C(C)Oc3ccccc3)cc2)no1 (centres undefined)	-4.5%	-6.2%
O=C(CSc1nc2nc[nH]c2c(=O)[nH]1)NC1CCCCC1	1.4%	-4.3%
